CYP2C9 activ: CYP2C9 (human) activation | P11712 | recombinant CYP2C9, luciferin-H conversion, luminescence; hits give high values; factor 1 = untreated enzyme, 0 = blocked | activation factor at 5 µM | 96,000 tested, 1.4% active;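 active means activation factor of 2 or more for CYP2C9 at a 5 µM dose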;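 further: 0 = sulfaphenazole-blocked wells and 1 = vehicle-only wells; values of inactives mirror those of a sister screen read the other way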
Target sequence (P11712 whole entry, looked up): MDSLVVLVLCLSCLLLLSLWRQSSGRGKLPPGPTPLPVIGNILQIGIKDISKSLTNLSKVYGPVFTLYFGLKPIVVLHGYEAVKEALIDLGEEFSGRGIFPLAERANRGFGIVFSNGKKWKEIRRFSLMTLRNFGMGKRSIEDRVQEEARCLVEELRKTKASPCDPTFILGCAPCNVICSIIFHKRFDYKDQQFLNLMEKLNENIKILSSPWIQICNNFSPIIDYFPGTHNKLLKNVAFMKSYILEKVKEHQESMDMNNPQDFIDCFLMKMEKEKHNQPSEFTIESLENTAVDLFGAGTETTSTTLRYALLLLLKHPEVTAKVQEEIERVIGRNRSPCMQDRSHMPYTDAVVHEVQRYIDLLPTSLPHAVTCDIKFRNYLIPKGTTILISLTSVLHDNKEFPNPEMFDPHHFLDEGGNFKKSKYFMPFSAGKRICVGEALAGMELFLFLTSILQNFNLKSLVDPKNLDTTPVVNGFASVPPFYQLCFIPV
CYP2C19 inh: inhibitors of human CYP2C19; P33261; CYP2C19 Supersomes, luciferin-H EGE luminescence, 30 min; inhibition, % at 5 µM; 96,000 tested, 21% active; AID 778;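 active means CYP2C19 inhibition above a set limit at 5 µM in the primary screen, cut at about 50% in these data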;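 further: plate controls were negative control wells for no effect and 2.5 mM tranylcypromine positive control for full effect; values of inactives mirror those of a sister screen read the other way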
Target sequence (P33261 whole entry, looked up): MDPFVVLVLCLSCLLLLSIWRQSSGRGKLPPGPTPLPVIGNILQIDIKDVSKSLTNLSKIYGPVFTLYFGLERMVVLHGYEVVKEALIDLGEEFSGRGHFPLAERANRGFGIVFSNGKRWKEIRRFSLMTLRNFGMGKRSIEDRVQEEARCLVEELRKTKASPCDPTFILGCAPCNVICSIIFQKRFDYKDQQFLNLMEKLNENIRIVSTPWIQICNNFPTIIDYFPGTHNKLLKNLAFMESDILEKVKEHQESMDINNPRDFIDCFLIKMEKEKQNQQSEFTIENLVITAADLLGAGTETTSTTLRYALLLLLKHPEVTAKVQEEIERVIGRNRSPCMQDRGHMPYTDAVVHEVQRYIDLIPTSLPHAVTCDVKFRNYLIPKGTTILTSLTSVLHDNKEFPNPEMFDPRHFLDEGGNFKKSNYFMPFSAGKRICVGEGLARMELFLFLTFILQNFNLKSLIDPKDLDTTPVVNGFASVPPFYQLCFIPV
CYP2C19 act: cytochrome P450 2C19 (human) activation; P33261; recombinant CYP2C19, luciferin-H EGE luminescence; hits give high values; 0 = fully inhibited enzyme, 1 = untreated enzyme; activation factor at 5 µM; 96,000 tested, under 10 active; AID 1025;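 active means activation factor of at least 2 at 5 µM in the primary screen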;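 further: 0 = wells with 2.5 mM tranylcypromine and 1 = vehicle-only wells; values of inactives mirror those of a sister screen read the other way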
Calb biofilm kill: kills Candida albicans biofilms; C. albicans biofilm + clotrimazole, Alamar Blue; inhibition, % at 6 µM; 85,000 tested, 0.14% active; AID 834;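 active means inhibition above 20%; inactive means inhibition below 20%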;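 further: preformed 24 hr biofilms exposed to compound for 48 hr; 0% = biofilm without compound and 100% = blank killed by clotrimazole plus chlorhexidine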
DAT uptake mod: human DAT dopamine uptake with cocaine, either direction | Q01959 | LLC-PK1 hDAT cells, [14C]-dopamine uptake with cocaine IC80; actives deviate in either direction | B-score at 10 µM | 110,000 tested, 1.3% active;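 active means Z score or B-score, a plate-position-corrected score, falls beyond the plate's 99.7% confidence bounds, in either direction; inactive means both scores lie inside the 99.7% bounds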;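 further: scored against the spread of the other compound wells on the same plate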
VCAM1 TNFa inh: reduces TNF alpha induced VCAM1 expression in HUVEC | HUVEC TNFa-induced VCAM-1 immunofluorescence, high-content imaging | inhibition, % at 2 µM | 95,000 tested, 0.48% active;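 active means inhibition above the batch mean plus 3 SD, with images confirmed as a hit by eye, cut at about 37% in these data; inconclusive means inhibition above that limit but hit not confirmed in images; inactive means inhibition not above that limit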;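 further: 0% = TNF-stimulated DMSO wells and 100% = unstimulated control wells; not every result past the cut was called active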
IL1B cytotox: toxic to HUVEC cells under IL-1B stimulation. HUVEC cell count loss, Hoechst imaging, IL-1B stimulated. cell count reduction, % at 2 µM. 94,000 tested, 0.41% active. AID 845;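 active means cell count reduction more than 3 SD above the screen-wide mean, cut at about 70% in these data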;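 further: normalized per plate to untreated control cells as the no-loss baseline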
TNFa cytotox: toxic to HUVEC cells under TNF alpha stimulation | cell count reduction, % at 2 µM | 93,000 tested, 0.17% active | HUVEC TNFalpha-stimulated, Hoechst cell count, imaging;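 active means cell count reduction exceeding the screen mean by over 5 SD, scaled to untreated wells per plate, cut at about 78% in these data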;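 further: cells counted after 24 h of TNF alpha exposure following the 1 h pretreatment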
CYP2C9 inhib: human CYP2C9 inhibition; P11712; 96,000 tested, 20% active; CYP2C9 Supersomes, luciferin-H conversion, luminescence; inhibition, % at 5 µM;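 active means blocking of liver enzyme CYP2C9 beyond about 50% at 5 µM, limit read from the data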; further: values of inactives mirror those of a sister screen read the other way
Starred values were filed as active, the others as inactive; u = inconclusive; x = not tested or not shown. Compounds were not picked by outcome, and some 29% of all compounds hit somewhere here.

SMILES	CYP2C9 activ	CYP2C19 inh	CYP2C19 act	Calb biofilm kill	DAT uptake mod	VCAM1 TNFa inh	IL1B cytotox	TNFa cytotox	CYP2C9 inhib
Cc1ccc(S(=O)(=O)N2CCN(C(=O)CSc3nnc(-c4ccco4)o3)CC2)cc1	0.3	76.2*	0.2	-3.0	0.328	-2.2	-8.0	-21.2	73.3*
NS(=O)(=O)c1ccc(CNC(=O)c2ccc(Br)o2)cc1	1.1	-13.3	1.1	1.8	-1.2	-7.8	-75.4	-16.5	-9.0
CCN(CCCNC(=O)C1CCN(S(=O)(=O)CC)CC1)c1ccccc1	1.3	17.3	0.8	3.2	-0.152	x	x	x	-32.6
CC(=O)N(C)C1(c2nnnn2CCOC(=O)Nc2ccc(Cl)cc2)CCCCC1	0.5	93.4*	0.1	1.2	-1.47	15.4	-1.3	-1.2	47.5
CC1=CCC(C(C)(C)NC(=O)c2ccccc2)C/C1=N\O (stereo unspecified)	x	x	x	-0.5	0.27	35.7	-12.9	26.0	x
COC(=O)c1nc2cc3c(cc2c(C)c1C(=O)OC)OCO3	0.9	7.7	0.9	x	0.176	14.5	-24.7	-3.7	8.9
Cc1ccccc1N1CCN(CCN2C(=O)CC(=C3c4ccccc4-c4ccccc43)C2=O)CC1	x	x	x	14.8	-1.22	-14.5	-6.5	-21.2	x
CCOC(=O)c1c(N2C(=O)C3CC(C)=C(C)CC3C2=O)sc(C)c1C (stereo unspecified)	0.9	44.3	0.6	0.5	0.0839	7.6	8.9	17.3	14.7
O=C(Nc1ccc(N2CCOCC2)cc1)c1cc2ccccc2o1	0.9	14.9	0.9	6.6	-0.0155	x	x	x	14.9
CCc1nnc(NC(=O)CSc2nnc(C3CCCCC3)n2-c2ccccc2)s1	0.8	26.1	0.7	5.5	2.03	8.8	7.0	-26.9	20.4
O=C(c1c[nH]c2ccc(F)cc2c1=O)N1CCCCCC1	x	x	x	2.2	-0.0018	-0.9	15.5	-19.7	x
CC(/C=N/NC(=O)c1cc(-c2ccc(Cl)cc2)nc2ccccc12)=C\c1ccco1	0.1	4.7	1	x	-0.0797	80.3*	57.4	57.9	89.0*
COc1cc2[nH]c(=O)n(Cc3ccc(C(=O)NCCCN4CCC(C)CC4)cc3)c(=O)c2cc1OC	0.9	1.1	1	x	1.08	-2.8	-8.1	-12.0	5.0
CCN1CCN(CCCNc2ncnc3nc[nH]c23)CC1	0.9	5.3	0.9	8.9	-1.07	x	x	x	11.5
CCn1c(=O)cc(OCC(=O)NCc2ccco2)c2ccccc21	1.1	3.6	1	3.3	-0.0953	u	25.5	90.0*	-10.3
CC1(C)Cc2c(c(-c3ccco3)[nH]c(=O)c2C#N)CO1	x	x	x	-1.0	1.55	8.1	-161.7	-24.1	x
CCC(N)C12CC3CC(CC(O)(C3)C1)C2 (stereo unspecified)	x	x	x	-5.4	-1.15	-8.5	20.5	10.0	x
COC(=O)C1CCN(c2c([N+](=O)[O-])cc(C(F)(F)F)cc2[N+](=O)[O-])CC1	0.8	32.8	0.7	x	-0.132	10.2	-1.2	-18.9	22.0
CC(C)CNC(=O)COc1ccc2c3c(c(=O)oc2c1)CCC3	0.2	48.5	0.5	x	-0.422	-13.8	-11.2	44.1	76.4*
COc1cc(CN2CCC(C(=O)N3CCN(c4ccccc4F)CC3)CC2)ccc1O	0.7	13.8	0.9	9.6	0.571	0.1	-45.9	-21.8	28.2
CCn1c(CSc2nc3ccccc3[nH]2)n[nH]c1=S	0.7	55.9*	0.4	5.1	1.72	-25.4	-19.0	14.8	34.7
CCCn1nc(NC(=O)c2cccs2)c2cc3ccccc3nc21	0.5	25.6	0.7	8.4	0.923	-6.2	-17.3	-3.8	48.1
CC(NC(=O)c1ccccc1NS(C)(=O)=O)c1ccccc1 (stereo unspecified)	0.3	61.7*	0.4	1.3	-1.13	10.5	-19.3	-6.1	73.1*
Cc1cc(C)c(C(=O)C2OC(=O)C(C)(C)C(=O)C2(C)C)c(C)c1 (stereo unspecified)	0.1	91.9*	0.1	1.4	0.472	5.5	-2.7	-8.5	89.5*
Cc1cc(Cl)ccc1OCC(=O)NCc1ccncc1	0.2	95.1*	0	8.1	-0.0191	5.3	-2.3	-3.8	81.6*

The final three entries of the section before are carried over, then new ones follow:
SMILES	CYP2C9 activ	CYP2C19 inh	CYP2C19 act	Calb biofilm kill	DAT uptake mod	VCAM1 TNFa inh	IL1B cytotox	TNFa cytotox	CYP2C9 inhib
CC(NC(=O)c1ccccc1NS(C)(=O)=O)c1ccccc1 (stereo unspecified)	0.3	61.7*	0.4	1.3	-1.13	10.5	-19.3	-6.1	73.1*
Cc1cc(C)c(C(=O)C2OC(=O)C(C)(C)C(=O)C2(C)C)c(C)c1 (stereo unspecified)	0.1	91.9*	0.1	1.4	0.472	5.5	-2.7	-8.5	89.5*
Cc1cc(Cl)ccc1OCC(=O)NCc1ccncc1	0.2	95.1*	0	8.1	-0.0191	5.3	-2.3	-3.8	81.6*
COc1ccc2c(c1OC)C(=O)OC2Nc1nc(-c2ccccc2)cs1 (stereo unspecified)	0.9	12.0	0.9	x	0.0722	-5.6	-28.6	12.7	8.8
CCOC(=O)C1=C(N)OC2=C(C(=O)CC(C)(C)C2)C1c1ccccc1OCC#N (stereo unspecified)	0.2	71.1*	0.3	6.8	0.632	-23.3	-20.4	4.0	78.8*
O=C1c2ccccc2C(Nc2ccc(S(=O)(=O)N3CCCCC3)cc2)N1c1ccccn1 (stereo unspecified)	x	x	x	x	0.0385	13.7	-25.4	-20.3	x
O=c1nc2scc(-c3ccccc3)n2c2ccccc12	1	15.9	0.8	9.6	-1.01	-18.6	-28.0	-9.9	2.0
COC(=O)c1ccc(CSc2nc(C)nc3c2c(=O)n(C)c(=O)n3C)o1	x	x	x	0.1	0.115	-4.4	-12.4	-13.7	x
CCOc1ccc(C(=O)COC(C)=O)cc1	1	13.1	0.9	x	-0.422	-3.1	-13.8	-25.9	3.9
COC(=O)Cc1cc(=O)n2[nH]c(C)nc2n1	1.2	-19.7	1.2	8.4	-0.0721	x	x	x	-22.8
COc1ccc(N(C(=O)c2ccco2)S(=O)(=O)c2cccs2)cc1	0.5	34.9	0.7	7.8	0.00929	-1.5	-9.7	1.2	50.4*
CN1CCN(C(=O)c2ccc3c(c2)NC(=O)C(N2CCOCC2)S3)CC1 (stereo unspecified)	1.1	25.2	0.7	8.5	1.55	6.8	1.3	15.5	-7.6
O=C(NC1CCCc2ccccc21)c1ccc(Cl)nc1 (stereo unspecified)	0.8	37.9	0.6	5.2	1.33	3.0	16.1	-6.0	19.0
CNc1c(N)n(Cc2ccccc2)c(=O)[nH]c1=O	1	27.9	0.7	0.5	-0.953	-5.8	-2.5	-21.0	-3.4
O=S(=O)(NCCc1ccccc1F)c1cccc(S(=O)(=O)N2CCOCC2)c1	0.4	88.4*	0.1	1.6	-0.281	-12.7	-5.9	-7.3	61.6*
CCOC(=O)c1cnc(-c2ccccc2)nc1N	0.4	85.4*	0.1	5.8	0.574	-28.2	-8.1	-26.0	64.2*
CCOC(=O)N1CCN(C(=O)CN(C)S(=O)(=O)c2ccc(OC)c(OC)c2)CC1	1.4	-4.8	1	x	-0.0684	10.0	-2.3	16.2	-44.0
O=S(=O)(c1cccs1)N1CCN(c2ccccn2)CC1	x	x	x	x	1.28	-6.1	7.6	-2.6	x
COc1ccc(Cl)cc1C(=O)Nc1ccc(S(=O)(=O)N2CCCC2)cc1	0.9	-20.6	1.2	5.5	x	-19.9	-26.1	-15.5	9.9
CN(Cc1ccccc1)C(=O)COc1cc(=O)n(C)c2ccccc12	1	36.8	0.6	4.6	0.466	2.4	-11.9	-2.6	4.7
COCCNC(=O)C(=O)c1cc(C)n(-c2ccc([N+](=O)[O-])cc2)c1C	1.1	6.5	0.9	x	1.72	1.8	-6.8	0.0	-10.1
Cc1ccc(C(C(=O)NC2CCCCC2)N2CCCC2)cc1 (stereo unspecified)	0.9	0.5	1	0.0	-0.38	x	x	x	6.0
COc1c(C)cc(S(=O)(=O)NC2CC(C)(C)NC(C)(C)C2)c(C)c1C	x	x	x	3.8	x	11.0	-33.6	7.4	x
COc1ccc(-c2cc(C(F)(F)F)n3ncc(C(=O)O)c3n2)cc1OC	0.9	2.1	1	6.2	0.354	4.2	-84.3	-32.0	8.0
O=C(CCC1CCCC1)N1CCN(C(=O)C2CC2)CC1	x	x	x	6.5	0.00505	13.1	-170.0	-11.3	x
COc1cc(OC)cc(C(=O)N/N=C/c2ccc(OC)c(COc3ccc4ccccc4c3)c2)c1	1	7.3	0.9	x	x	21.6	-69.3	14.0	4.5
C=CCSc1nnc2nc3[nH]c4c(C)cccc4c3nn12	1	-3.5	1	x	-0.0562	-0.9	-3.9	8.8	2.7
COc1ccc(C(=O)N2CCC(C(=O)Nc3cccc(C)c3)CC2)cc1OC	0.9	-3.6	1	2.1	-0.0983	9.3	-5.8	-7.5	8.3
(listing goes on)
SMILES	CYP2C9 activ	CYP2C19 inh	CYP2C19 act	Calb biofilm kill	DAT uptake mod	VCAM1 TNFa inh	IL1B cytotox	TNFa cytotox	CYP2C9 inhib
Cc1ccc(S(=O)(=O)Nc2cccc(C(=O)Nc3cc(C)ccn3)c2)cc1	0.7	28.1	0.7	x	-0.39	-2.5	5.3	-3.7	31.1
CCSc1nnc(NC(=O)C(C)(C(F)(F)F)C(F)(F)F)s1	0.2	-6.0	1.1	5.5	-0.629	0.2	x	-3.8	75.2*
CN(CC(=O)N1CCCCCC1)S(=O)(=O)c1ccc(Br)s1	1	21.1	0.8	9.7	0.307	13.9	8.8	-15.2	2.1
CCOC(=O)NCc1ccc(Cl)c(Cl)c1	1	46.2	0.5	5.8	0.0786	10.0	-34.7	-8.9	-0.8
COc1cc(/C=C(/C#N)c2nc3ccccc3[nH]2)ccc1OCC(=O)Nc1ccccc1C	0.6	18.7	0.8	x	1.42	5.3	-2.3	-2.6	42.7
COc1ccc(-c2cn3c(C)c(C(=O)NCCN4CCOCC4)sc3n2)cc1	0.9	-0.4	1	11.0	x	-3.8	-29.7	-33.3	14.5
CCc1nnc(SCC(=O)N2CCCc3ccccc32)nc1CC	0.4	78.4*	0.2	x	1.26	-41.8	-48.3	-2.8	55.9*
Cc1cc(NC(=O)CCC(=O)N(CC(=O)NC2CCCC2)Cc2ccco2)no1	0.8	13.0	0.9	-2.3	-1.04	16.5	7.5	-3.2	20.2
CCCc1[nH][nH]c(=O)c1C(c1ccc(Cl)cc1)C(C#N)C#N (stereo unspecified)	x	x	x	2.0	0.364	-13.4	-31.8	-26.8	x
COc1ccccc1-c1cc(C(=O)NCc2cccs2)no1	2.3*	4.7	1	5.0	x	2.2	-11.4	-18.1	-126.0

Exported with values under each structure: part of the list above.
Values in the order: CYP2C9 activ | CYP2C19 inh | CYP2C19 act | Calb biofilm kill | DAT uptake mod | VCAM1 TNFa inh | IL1B cytotox | TNFa cytotox | CYP2C9 inhib
CC(/C=N/NC(=O)c1cc(-c2ccc(Cl)cc2)nc2ccccc12)=C\c1ccco1
    0.1 | 4.7 | 1 | x | -0.0797 | 80.3* | 57.4 | 57.9 | 89.0*
COc1cc2[nH]c(=O)n(Cc3ccc(C(=O)NCCCN4CCC(C)CC4)cc3)c(=O)c2cc1OC
    0.9 | 1.1 | 1 | x | 1.08 | -2.8 | -8.1 | -12.0 | 5.0
CCN1CCN(CCCNc2ncnc3nc[nH]c23)CC1
    0.9 | 5.3 | 0.9 | 8.9 | -1.07 | x | x | x | 11.5
CCn1c(=O)cc(OCC(=O)NCc2ccco2)c2ccccc21
    1.1 | 3.6 | 1 | 3.3 | -0.0953 | u | 25.5 | 90.0* | -10.3
CC1(C)Cc2c(c(-c3ccco3)[nH]c(=O)c2C#N)CO1
    x | x | x | -1.0 | 1.55 | 8.1 | -161.7 | -24.1 | x
